TRPML3 agonist – human TRPML3 channel agonists, primary screen, cell-based, HEK293 TRPML3-YFP, Fluo-8 calcium fluorescence, 3 µM. Mucolipin-3 (Homo sapiens), Q8TDD5. 100% = the carbachol control signal. activation, % at 3 µM. actives 0.29% (n = 220,000);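 active = activation above its plate's cutoff, the mean activation of the plate's test wells plus 3 SD, cut at about 12% in these data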;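 also: 0% = DMSO only wells and 100% = carbachol wells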
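Test system: HEK293 cells stably carrying human TRPML3-YFP; Doses: single dose, 3 µM final nominal compound, 0.3% DMSO final; Schedule: dye loading 1 h 37 °C then 30 min ambient, 125 s read; Technique: Fluo-8 calcium fluorescence; Benchmarks: high control carbachol 87 µM, low control DMSO.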
14-3-3 Bad PPI – inhibitors of 14-3-3 zeta/Bad binding, primary screen, biochemical, TR-FRET, bovine 14-3-3 zeta. 14-3-3 protein zeta/delta (Bos taurus), P63103. TR-FRET 14-3-3zeta/Dy647-pBad peptide displacement, 1 h. inhibition, % at 21.7 µM. actives 0.71% (n = 220,000);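 active = inhibition above about 70%, limit read from the data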;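 also: 0% = full 14-3-3 plus peptide FRET controls and 100% = background without 14-3-3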
Target sequence (P63103 whole entry, looked up): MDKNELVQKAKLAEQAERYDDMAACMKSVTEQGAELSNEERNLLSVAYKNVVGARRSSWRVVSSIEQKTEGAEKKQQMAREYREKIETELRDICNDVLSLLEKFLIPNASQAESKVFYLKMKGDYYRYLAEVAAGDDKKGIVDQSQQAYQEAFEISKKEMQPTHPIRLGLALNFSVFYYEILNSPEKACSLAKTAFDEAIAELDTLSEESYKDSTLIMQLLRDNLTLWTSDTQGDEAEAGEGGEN
PGE2 EP2 inh – human EP2 receptor antagonists, primary screen, TR-FRET cAMP, C6 glioma cells. Prostaglandin E2 receptor EP2 subtype (Homo sapiens), P43116. C6 glioma cells expressing human EP2; cells stimulated with saturating PGE2. inhibition, % at 25 µM. actives 0.52% (n = 260,000). AID 1422, 2008;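 active = percent inhibition above 40 after rounding to a whole number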;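 also: rat C6 glioma host cells with rolipram phosphodiesterase inhibitor present; the protocol text gives 20 µM as final concentration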
Target sequence (P43116 whole entry, looked up): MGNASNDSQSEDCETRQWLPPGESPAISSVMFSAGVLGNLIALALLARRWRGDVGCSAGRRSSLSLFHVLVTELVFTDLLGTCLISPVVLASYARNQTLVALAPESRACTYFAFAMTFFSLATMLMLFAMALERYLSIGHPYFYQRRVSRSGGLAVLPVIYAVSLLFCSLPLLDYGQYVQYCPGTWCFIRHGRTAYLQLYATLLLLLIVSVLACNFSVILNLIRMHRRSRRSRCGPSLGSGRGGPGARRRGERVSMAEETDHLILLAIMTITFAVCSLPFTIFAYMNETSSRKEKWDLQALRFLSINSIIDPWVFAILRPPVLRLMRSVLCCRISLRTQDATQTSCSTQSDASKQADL
PPC-1+TRAIL kill – compounds killing PPC-1 cancer cells with TRAIL present, primary screen, TRAIL potentiator project, ATPLite luminescence, uHTS; PPC-1 cells + TRAIL, ATPLite viability luminescence; cell killing (% activity), % at 4 µM; actives 0.41% (n = 220,000);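 active = cell killing above 50% in the first pass at 4 µM, then a duplicate retest at 5 µM averaging 50% or more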;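 also: plate controls were cells with TRAIL plus DMSO for no effect and medium-only wells lacking cells for full effect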
EP2 mod – EP2 receptor modulators, cAMP readout, primary screen, cell-based, HTRF cAMP, PGE2 stimulation. EP2-expressing cells, cAMP HTRF FRET, PGE2 co-stimulation. induction, % at 25 µM. actives 0.83% (n = 260,000). Prostaglandin E2 receptor EP2 subtype (Homo sapiens), P43116;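 active = compounds whose cAMP rise, as percent of the full-agonist control response, exceeds 60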;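 also: rat C6 glioma line stably carrying human EP2 under a CMV promoter; the protocol text gives 20 µM as final concentration; 100% = response of wells given 1 µM PGE2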
CHOP inh – inhibitors of CHOP promoter induction, primary screen, cell-based, unfolded protein response, luciferase reporter; actives 3.8% (n = 220,000); CHO-K1 CHOP-promoter luciferase, tunicamycin-induced, 15-18 h; AID 2732, 2010; inhibition, % at 10 µM;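 active = compounds that reduced the stress-induced luciferase reporter signal by more than about 70% of percent inhibition, limit read from the data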;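 also: 0% = tunicamycin plus vehicle and 100% = wells without tunicamycin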
TRPN1 ag – zebrafish TRPN1 channel agonists, primary screen, cell-based, HEK293, calcium fluorescence | activation, % at 3 µM | actives 0.18% (n = 220,000) | HEK293 zebrafish TRPN1-YFP, Fluo-8 calcium fluorescence; 100% = response to 87 µM carbachol | transient receptor potential cation channel N1 (TRPN1/NompC), Danio rerio;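 active = activation above its plate's cutoff, the mean activation of test wells on that plate plus 3 SD, cut at about 19% in these data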;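 also: 0% = DMSO alone and 100% = 87 µM carbachol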
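Material – zebrafish TRPN1-YFP in HEK293 cells · Doses – 3 µM single point · Schedule – dye 1 h 37 °C plus 30 min RT · Signal – Fluo-8 calcium fluorescence, excitation 470-495 nm, emission 515-575 nm · Read-out – % activation versus carbachol response · Control set – carbachol high, DMSO low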
NPY Y1 blocker – NPY-Y1 receptor antagonists, primary screen, cell-based | Neuropeptide Y receptor type 1 (Homo sapiens), P25929 | HEK293-CNG Y1 cells, membrane potential fluorescence; NPY at EC95, then isoproterenol | inhibition, % at 3.6 µM | actives 1% (n = 200,000);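 active = inhibition above the campaign mean inhibition of all tested compounds plus 3 SD, cut at about 20% in these data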;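 also: 0% = DMSO wells given NPY plus isoproterenol and 100% = isoproterenol alone without NPY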
Target sequence (P25929 whole entry, looked up): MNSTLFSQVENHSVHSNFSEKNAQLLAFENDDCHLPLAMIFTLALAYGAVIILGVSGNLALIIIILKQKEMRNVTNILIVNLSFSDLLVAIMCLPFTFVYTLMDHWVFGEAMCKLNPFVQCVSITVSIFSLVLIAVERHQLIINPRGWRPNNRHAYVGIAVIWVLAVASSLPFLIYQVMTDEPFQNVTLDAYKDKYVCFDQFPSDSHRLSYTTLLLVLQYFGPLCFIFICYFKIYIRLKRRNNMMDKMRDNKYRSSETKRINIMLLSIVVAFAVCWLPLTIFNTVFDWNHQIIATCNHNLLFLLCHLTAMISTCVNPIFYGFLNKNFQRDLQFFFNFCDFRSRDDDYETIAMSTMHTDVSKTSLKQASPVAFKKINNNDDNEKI
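Material: Y1- and CNG-channel-expressing HEK293 cells / Probe or stimulus: NPY 25 nM then isoproterenol 1 µM plus Ro 20-1724 25 µM / Doses: 3.6 µM single dose, DMSO 0.4% / Schedule: compound incubation 1 h at room temperature, readout 45 min post-stimulation / Signal: membrane potential fluorescence / Benchmarks: isoproterenol-only wells as full block versus NPY-plus-isoproterenol wells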
NPY1 pot ag – NPY-Y1 receptor potentiators or agonists, primary screen, cell-based | Neuropeptide Y receptor type 1 (Homo sapiens), P25929 | NPY-Y1 expressing cells, potentiator/agonist activation | activation, % at 3.6 µM | actives 0.37% (n = 220,000) | AID 1304, 2008; in the data active = activation above about 33%, passing the limit was not always enough;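 also: cells stimulated with NPY at EC10 then isoproterenol at EC100; 0% = low agonist plus stimulus and 100% = saturating agonist plus stimulus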
* = called active by the depositor; / = no result given; & = joins results of further samples; [ ] = dose if it differs, or a comment. A portion of the library. The share of hits here may be higher or lower than overall.

smiles	NPY1 pot ag	PPC-1+TRAIL kill	EP2 mod	NPY Y1 blocker	PGE2 EP2 inh	14-3-3 Bad PPI	CHOP inh	TRPML3 agonist	TRPN1 ag
O=C(Nc1nncs1)C1(c2ccccc2)CCCC1	24.9	-8.2	8.2	10.3	11.2	5.0	17.4	-0.3	0.2
O=C(Nc1ccccc1Oc1ccccc1)c1ccc(Br)o1	-18.7	28.6	63.8*	3.0	19.8	11.4	86.2*	0.2	-2.3
Nc1nc(Cl)cc(Sc2ccc(F)cc2)n1	2.1	9.9	25.7	3.0	20.8	10.1	12.7	-0.2	-2.2
COc1ccc(-c2cc(C(=O)NCC3CCCO3)c3cc(C)ccc3n2)cc1 (configuration not stated)	-25.6	22.8	8.6	9.2	13.8	76.6*	-23.1	0.9	0.3
CN(CC(CC(=O)O)c1ccccc1)S(=O)(=O)c1ccc(Br)cc1 (configuration not stated)	-9.2	23.7	11.2	1.1	10.5	2.9	-2.2	-0.5	0.1
CCC(=O)Nc1ccc(Oc2ccc3c(c2)C(=O)N(c2ccc(O)cc2)C3=O)cc1	-4.2	23.7	7.8	0.7	7.3	13.7	26.1	0.6	0.4
CC(=O)c1cc(C#N)c(N2CCOCC2)nc1C	1.7	18.3	-11.3	-3.1	9.2	3.3	13.7	0.6	-0.2
C[C@@H]1NC(=O)[C@H](CCCN=C(N)N)NC(=O)c2cc([N+](=O)[O-])cc(I)c2OCC[C@@H](C(N)=O)NC1=O	1.4	-14.6	24.7	3.8	4.5	3.1	-2.7	0.3	-0.6
Cc1cc(N2C(=O)CC(N3CCN(c4ccc(C(=O)c5cccs5)cc4)CC3)C2=O)no1 (configuration not stated)	-1.4	13.7	-8.8	3.2	16.5	-16.5[fluorescence artefact?]	15.6	1.5	1.5
O=C(Nc1ccccc1)[C@@H]1[C@@H]2C(=O)N(c3ccc(F)cc3)C(=O)[C@@H]2[C@H]2C=CC=NN21	10.9	21.8	-6.0	/	5.1	-7.2	1.3	-0.5	-1.1
CCOC(=O)Cn1nnnc1CN(CCc1ccccc1)Cc1cc2cc(CC)ccc2[nH]c1=O	-15.0	7.0	47.5	-4.8	7.0	-3.3	80.5*	0.5	-0.4
Cc1nn(-c2ccccc2)c2[nH]c(=O)c(CNCC3CCCO3)cc12 (configuration not stated)	2.6	4.3	5.2	-0.6	6.3	0.4	8.3	0.1	0.0
COCc1cc(C)nc(OCC(=O)N/N=C/c2ccc(-c3cc([N+](=O)[O-])ccc3Cl)o2)c1C#N	-6.1	/	-3.8	3.2	6.5	-10.9	92.3*	0.5	1.6
O=C(N1CCCCC1)N1CCC(c2nc3ccccc3[nH]2)CC1	-0.1	5.0	-2.5&15.3	/	9.2&3.6	3.0	-1.1	-0.3	0.9
COc1ccc2cc(CN(CCO)C(=O)c3ccccc3F)c(=O)[nH]c2c1	4.8	19.7	-4.7&-12.6	0.8	16.9	1.1	-1.6	0.7	0.5
O=C(COc1ccc(-c2ccccc2)cc1)N1CCN(C(=O)c2cccnc2)CC1	10.9	17.1	-13.8	3.9	6.0	-21.2	11.4	1.3	0.2
COc1ccc(C)cc1NC(=O)CC1COc2ccccc2O1 (configuration not stated)	-15.1	3.0	-18.1	-1.5	2.3	3.6	13.2	0.1	-0.6
O=CN1CCN(C(=O)CN2C(=O)c3ccccc3C2=O)CC1	-3.0	-12.3	26.9	-2.1	/	-6.1	14.0	-0.4	-1.2
Cc1cc(-c2nnc(SCC(=O)N3C(C)CCCC3C)o2)no1 (configuration not stated)	-16.9	0.8	-1.2	-6.0	10.9	9.5	-17.5	0.9	0.2
NC(=O)N/N=C/c1cc(F)cc(F)c1	7.5	4.1	-31.6	/	15.4	-10.2	16.1	0.7	-0.7

Profiles from above.
Nc1nc(Cl)cc(Sc2ccc(F)cc2)n1 across the screens: NPY1 pot ag = 2.1; PPC-1+TRAIL kill = 9.9; EP2 mod = 25.7; NPY Y1 blocker = 3.0; PGE2 EP2 inh = 20.8; 14-3-3 Bad PPI = 10.1; CHOP inh = 12.7; TRPML3 agonist = -0.2; TRPN1 ag = -2.2
O=C(Nc1ccccc1Oc1ccccc1)c1ccc(Br)o1 across the screens: NPY1 pot ag = -18.7; PPC-1+TRAIL kill = 28.6; EP2 mod = 63.8*; NPY Y1 blocker = 3.0; PGE2 EP2 inh = 19.8; 14-3-3 Bad PPI = 11.4; CHOP inh = 86.2*; TRPML3 agonist = 0.2; TRPN1 ag = -2.3

The list continues:
smiles	NPY1 pot ag	PPC-1+TRAIL kill	EP2 mod	NPY Y1 blocker	PGE2 EP2 inh	14-3-3 Bad PPI	CHOP inh	TRPML3 agonist	TRPN1 ag
Cc1oc(-c2cc(F)ccc2F)nc1CN1CCCN(C(=O)c2ccco2)CC1	6.1	24.7	-29.4	2.1	6.1	-9.4	9.7	-0.6	-0.4
O=c1oc(-c2ccco2)nc2ccccc12	0.1	20.6	5.4	-0.7	12.4	-15.1[fluorescence artefact?]	14.3	0.6	2.7
CCOC(=O)Cn1nnc(-c2ccc(S(C)(=O)=O)cc2)n1	-9.0	-4.8	4.5	-2.3	8.1	-6.7[fluorescence artefact?]	22.3	0.8	0.1
CCOC(=O)c1cccc(NC(=O)CCn2cccc2)c1	12.2	8.7	-22.5	2.0	9.1	4.0	48.8	-0.5	0.6
COc1cccc(CC(NC(C)=O)C(=O)NC2CCN(S(=O)(=O)c3cccc4ccccc34)CC2)c1 (configuration not stated)	4.9	-8.6	-23.7	-4.2	/	-9.9	13.2	-0.3	-0.7
CCOc1ncccc1C(=O)Nc1nnc(C)s1	9.5	21.6	8.8	-4.4	4.7	-4.4	21.6	0.7	2.4
Cc1ccnn1CC(=O)N/N=C/c1ccc2c(c1)OCO2	-3.3	32.8	-24.8	-1.4	11.5	14.9[fluorescence artefact?]	0.1	0.3	0.0
[O-][N+]1=C(c2cccs2)CN(O)C1	12.6	-5.6	6.8	-4.3	6.6	2.3	29.9	0.0	-0.6
COc1cc(NC(=O)c2cccs2)c(C(=O)OCC(=O)NC(=O)NCc2ccccc2)cc1OC	-24.1	1.8	10.8	13.4	12.5	45.5	18.1	-0.3	0.7
[O-][n+]1onc2c1CCc1c-2nc(-c2ccccc2)n1OCc1ccccc1	5.8	-3.3	4.8	1.1	20.5	5.5	1.5	0.3	0.2
C=CCn1c(CC(=O)Nc2cccc(OC)c2)nnc1SCC(=O)NC1CCCCC1	0.0	-5.2	8.6	-5.3	6.0	1.6[fluorescence artefact?]	10.7	-1.2	-1.3
CCc1cccc(CC)c1NC(=S)NCCc1c(C)[nH]c2ccc(C)cc12	25.2	2.2	5.8	-5.7	7.1	5.0[fluorescence artefact?]	27.7	-0.4	-2.1
O=C1CSC(c2ccccn2)N1c1ccc(F)cc1F (configuration not stated)	-8.0	-3.7	21.4	-0.3	4.8	-15.0	11.9	0.6	0.9
CN1C(=O)N(C)C2(c3ccccc3)N(C(C)(C)C)C(=O)NC12c1ccccc1 (configuration not stated)	4.4	0.7	25.7	5.3	4.5	-5.8	-0.3	0.2	0.3
CN(Cc1ccccc1)C(=O)c1oc(=O)c2ccccc2c1-c1ccccc1	-1.8	25.6	48.2	31.3*	18.2	-3.6	21.8	0.0	-1.2
NC(=O)C1CCCN(C(=S)NCc2ccc3c(c2)OCO3)C1 (configuration not stated)	-11.3	2.5	24.7	1.8	1.1	-7.6	4.6	0.0	0.7
O=C(N1CCN(c2ccc(F)cc2)CC1)C1(c2cccs2)CCOCC1	-0.2	7.7	-9.3	5.0	6.6	-2.3[fluorescence artefact?]	7.6	0.9	1.5
CC1C(=O)C(C)C(c2cccs2)NC1c1cccs1 (configuration not stated)	-21.1	9.9	34.3	7.3	11.1	-4.6	68.6	-0.5	-1.3
CCCNC(=O)c1cc(OC)c(OC)cc1[N+](=O)[O-]	-11.5	16.0	20.8	4.2	9.0	8.1	-10.4	0.1	1.8
c1ccc(CSc2nnc(SCc3ccccn3)s2)nc1	4.0	3.5	-2.7	-1.8	5.8	-5.2	9.6	1.1	0.4
CCOC(=O)CNC(=O)c1sc(NC(=O)c2ccccc2F)nc1C	18.0	23.2	13.2	5.9	11.0	-3.6[fluorescence artefact?]	9.3	0.5	2.8
CCOC(=O)c1ccc(-n2c(C)nc3c(cnn3-c3ccc(Cl)cc3)c2=O)cc1	10.4	-0.5	27.4	-1.7	3.0	-0.8	76.1*	1.3	0.3
O=C(COC(=O)CCc1ccc(S(=O)(=O)N2CCCCC2)cc1)Nc1ccc2c(c1)OCO2	5.2	14.8	-6.5	-7.3	17.5	-1.3	48.6	2.1	2.8
COc1cc(/C=N/NC(=O)[C@H](Cc2c[nH]c3ccccc23)NC(=O)OCC(C)C)cc([N+](=O)[O-])c1O	5.3	8.1	-22.8	0.7	0.9	23.6	-11.6	0.0	-1.5
CCCCCCn1c(N2CCC(C(N)=O)CC2)nc2c1c(=O)[nH]c(=O)n2C	6.7	9.6	-6.4	2.8	11.1	-15.8	10.5	0.5	0.6
CCOC(=O)CNC(=O)c1ccccc1Br	5.4	4.9	-4.1	-4.3	11.2	-2.2	41.0	0.5	1.5
Cc1ccc2c(c1)C1NC(=S)NC(C)(O2)C1C(=O)Nc1ccc(Cl)cc1 (configuration not stated)	-1.6	9.5	-84.4	-2.4	8.1	-0.1	-9.8	-0.3	2.2
COc1ccc(/C=C(\NC(=O)c2ccccc2Cl)C(=O)NCCCC(=O)O)cc1	0.1	29.8	16.1	0.3	4.1	-15.4	-2.6	1.3	1.5
CC(=O)NC(CCS(C)(=O)=O)C(=O)Nc1ccc2c(c1)OCCO2 (configuration not stated)	-0.7	12.5	7.7	4.2	8.5	0.9	22.4	0.3	0.7
CCOC(=O)CCC(=O)NNC(=O)c1ccc(NC(=O)c2ccccc2)cc1	-14.0	5.2	-5.8	-0.1	4.7	2.2	-10.3	0.4	-0.5
COc1ccc(NC(=O)C2CCCC2)cn1	-5.0	4.4	13.2	2.8	7.7	-13.4	17.9	1.2	1.1
Cc1c(NC(=O)COc2ncnc3ccccc23)c(=O)n(-c2ccccc2)n1C	-13.1	20.7	9.1	0.7	4.0	-6.2	34.6	0.5	0.5

Screening data as filed in PubChem BioAssay.
